Assay outcomes (PubChem BioAssay)
V1R ag counter = V1a receptor agonism, counter-screen for OXTR agonists; CHO-V1R cells, Fluo-8 calcium fluorescence, agonist mode; 0% DMSO, 100% 3 nM vasopressin; activation, % at 3 µM; 320,000 compounds, 0.25% hits; AID 2797;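 active = activation above the mean activation of all tested compounds plus 3 SD, per screening run, cut at about 20% in these data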;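 also: signal is peak over basal fluorescence ratio across a 100 second FLIPR read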
Target sequence (P37288 whole entry, looked up): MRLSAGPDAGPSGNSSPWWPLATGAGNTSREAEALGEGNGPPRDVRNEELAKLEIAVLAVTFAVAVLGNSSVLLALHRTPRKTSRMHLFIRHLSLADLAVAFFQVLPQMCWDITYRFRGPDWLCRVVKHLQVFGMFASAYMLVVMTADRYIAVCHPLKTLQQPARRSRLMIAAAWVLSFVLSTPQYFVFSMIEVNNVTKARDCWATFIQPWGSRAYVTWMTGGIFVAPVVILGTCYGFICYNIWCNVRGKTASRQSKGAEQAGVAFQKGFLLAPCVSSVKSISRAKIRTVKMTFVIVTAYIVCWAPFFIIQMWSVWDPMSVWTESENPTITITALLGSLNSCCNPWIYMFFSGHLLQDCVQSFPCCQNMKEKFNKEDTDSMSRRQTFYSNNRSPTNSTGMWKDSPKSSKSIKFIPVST
OXTR potentiator = human OXTR potentiation; P30559; CHO-OTR cells, Fluo-8 calcium fluorescence, potentiator mode; 0% = oxytocin EC15, 100% = EC100; activation, % at 3 µM; 320,000 compounds, 0.061% hits; AID 2445;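 active = activation above that plate's cutoff, the mean activation of tested compounds plus 3 SD, cut at about 6.6% in these data, passing the limit was not always enough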;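 also: 100% uses oxytocin at 75 nM as the full agonist control; some results filed as inactive read as strong as hits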
Target sequence (P30559 whole entry, looked up): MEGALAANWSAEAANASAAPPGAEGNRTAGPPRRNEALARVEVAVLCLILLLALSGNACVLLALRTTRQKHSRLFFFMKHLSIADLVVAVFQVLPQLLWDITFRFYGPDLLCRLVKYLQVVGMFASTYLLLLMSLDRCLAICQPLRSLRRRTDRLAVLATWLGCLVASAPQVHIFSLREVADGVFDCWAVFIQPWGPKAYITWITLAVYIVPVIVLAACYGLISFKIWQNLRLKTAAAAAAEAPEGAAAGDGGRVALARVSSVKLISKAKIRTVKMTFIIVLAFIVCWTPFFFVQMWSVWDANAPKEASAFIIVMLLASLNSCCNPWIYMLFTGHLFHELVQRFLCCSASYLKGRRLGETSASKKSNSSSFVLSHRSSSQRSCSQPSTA
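test system = CHO-OTR cells, human receptor | compound = single-point 3.0 µM | schedule = 6 min compound pre-incubation at room temperature, 100 s kinetic read | signal = Fluo-8 no-wash calcium dye fluorescence, excitation 470-495 nm, emission 515-575 nm | repeats = single well per compound, singlicate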
GalR3 antag = human GalR3 antagonism | HEK293 GalR3-CNG cAMP membrane potential fluorescence; galR3 body fused to GalR1 C-terminus | inhibition, % at 3 µM | 360,000 compounds, 0.44% hits | AID 651719;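 active = inhibition above the screen-wide average plus 3 SD, cut at about 13% in these data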;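 also: forskolin and galanin both at EC90 stimulate the cells; cAMP rise reported by CNG channel membrane potential dye signal; 0% = forskolin plus galanin with DMSO and 100% = forskolin alone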
Target sequence (O60755 1-299 limits assumed): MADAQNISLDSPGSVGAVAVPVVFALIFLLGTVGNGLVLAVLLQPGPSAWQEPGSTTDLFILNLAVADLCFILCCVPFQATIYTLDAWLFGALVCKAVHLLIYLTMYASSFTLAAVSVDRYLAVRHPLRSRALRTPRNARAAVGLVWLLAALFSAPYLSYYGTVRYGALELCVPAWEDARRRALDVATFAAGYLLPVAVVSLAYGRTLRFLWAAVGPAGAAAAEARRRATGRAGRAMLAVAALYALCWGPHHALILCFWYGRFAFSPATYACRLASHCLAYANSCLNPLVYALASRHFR
MEKK2wt PB1 HTS = raises or lowers MEK5 binding to wildtype human MEKK2 PB1 domain | Q9Y2U5 | bead flow cytometry, Alexa488-MEK5 binding to MEKK2 WT; actives lie on both sides | binding response (% of control), % at 10 µM | 290,000 compounds, 1.1% hits; in the data active = binding response below about 67% or above about 130%
MEKK2mut PB1 HTS = signal of MEK5 binding to mutant human MEKK2 PB1 domain; bead flow cytometry, Alexa488-MEK5 binding to MEKK2 mutant; 290,000 compounds, 0.35% hits; percent response, % at 10 µM; in the data active = percent response above about 24%, passing the limit was not always enough; also: inactives centre near 1; some results filed as inactive read as strong as hits; reference of the scale not given here
GPR7 antagonist = antagonists of human GPR7 (neuropeptides B/W receptor 1); P48145; GPR7-expressing cells, fluorescence antagonist assay; inhibition, % at 4.4 µM; 290,000 compounds, 1.1% hits; AID 1861; in the data active = inhibition above about 16%, passing the limit was not always enough;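 also: cells stimulated with the agonist NPW; 0% = agonist with vehicle and 100% = vehicle without agonist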
M18AAP inhibitor = PfM18AAP enzyme inhibition; recombinant PfM18AAP, H-Glu-NHMec fluorogenic cleavage; inhibition, % at 7.35 µM; 290,000 compounds, 1.2% hits; AID 1822;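 active = inhibition above the campaign mean inhibition over all tested compounds plus 3 SD, cut at about 28% in these data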;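 also: 0% = plate median of test compound wells and 100% = 2 mM ZnCl2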
NALP1 yeast inh = inhibitors of NALP1 inflammasome in yeast. S. cerevisiae NALP1/ASC/caspase-1 growth, X-gal OD620, 72 h. inhibition, % at 10 µM. 280,000 compounds, 0.61% hits; in the data active = inhibition mostly above about 24%, no sharp cut-off; inactive = mostly below about 32%; also: some compounds called inactive have numbers as strong as hits
OXTR ag = activates the human oxytocin receptor. activation, % at 3 µM. 320,000 compounds, 0.32% hits. CHO-OTR cells, Fluo-8 calcium fluorescence; normalized: DMSO 0%, oxytocin 100%;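 active = activation above the mean of all tested compounds plus 3 SD, cutoff set per screening run, cut at about 20% in these data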;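 also: peak over basal fluorescence ratio from a 100 s FLIPR kinetic read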
The depositor's hits bear a star; . = not tested or not shown.

SMILES	V1R ag counter	OXTR potentiator	GalR3 antag	MEKK2wt PB1 HTS	MEKK2mut PB1 HTS	GPR7 antagonist	M18AAP inhibitor	NALP1 yeast inh	OXTR ag
CC(=O)NCCc1nc2cc(NC(=O)COc3cccc(C)c3)ccc2n1C	1.3	1	-10	97	-4	-4	1	1	0.1
COc1ccc(-c2csc(NC(=O)c3ccc(S(=O)(=O)N4CCc5ccccc5C4)cc3)n2)cc1	0.0	-4	1	99	2	-4	2	31	-0.7
Cc1ccc(S(=O)(=O)c2cc(OC(=O)c3ccco3)ccc2OC(=O)c2ccco2)cc1	9.1	-5	-4	101	-1	-2	-6	4	0.3
CC1=NNC(=O)C1CC(=O)N/N=C/C(C)=C/c1ccccc1 (stereo not drawn)	-0.1	2	-1	93	-3	-8	-3	-33	0.1
COc1cccc(C(N)=O)c1OC(=O)Cc1ccccc1F	0.2	1	-5	101	0	1	6	5	-0.5
COc1ccc2nc(SCc3cccc(C)c3)nc(C)c2c1	-0.7	-10	4	119	10	-2	-1	31	1.9
Cc1cc(C)n2c(SCC(=O)Nc3cccc(S(N)(=O)=O)c3)nnc2n1	0.2	-1	-3	.	.	.	.	.	0.6
Cc1ccccc1OCC(=O)N/N=C/c1ccc(N2CCOCC2)o1	.	.	0	99	-3	6	-6	-3	.
CC(C)CSc1nc(N2CCOCC2)c2c(c1C#N)CC(C)(C)SC2	-0.8	-10	2	94	-6	1	0	-1	-0.5
CC(C)C[C@H]1CN=C(Nc2ccccc2)N1CC1CCCC1	0.3	-1	-10	105	8	13	-2	1	1.9
CCNC(=O)c1ccc(CSc2nc3ccccc3s2)cc1	7.8	-10	-5	104	15	-12	0	10	3.5
O=C(CSc1ccc(Br)cc1)NC1CCCCCC1	-0.5	-6	-7	.	.	.	.	.	-2.0
Cc1cc(C(=O)CN2C(=O)NC(C)(CC(C)C)C2=O)c(C)n1-c1ccc2c(c1)OCO2 (stereo not drawn)	1.3	0	-4	119	11	2	9	26	-0.2
CC(NC(=O)CSc1nc2ccc(N)cc2s1)c1ccccc1 (stereo not drawn)	0.5	-8	-4	84	-15	0	0	2	-0.2
CC(C)OC(=O)CSc1nnc(-c2cnccn2)n1Cc1ccco1	-0.6	-6	-5	100	-1	3	-5	20	-0.1
CCN(c1cccc(C)c1)S(=O)(=O)c1csc(C(N)=O)c1	0.1	-7	-10	102	3	-6	3	11	0.0
CSCc1ccc(C(=O)NCCSc2ccc(Br)cc2)cc1	-0.2	-6	-1	102	0	5	-1	23	-1.7
COc1ccc(C(C(=O)NC2CCCC2)N(Cc2ccco2)C(=O)c2snc(C(N)=O)c2N)cc1OC (stereo not drawn)	0.5	-15	-6	99	0	-4	-5	8	0.8
COC(=O)c1c(NC(=O)c2ccccc2[N+](=O)[O-])sc2c1CC(C)(C)NC2(C)C	1.6	-3	-2	93	-3	0	3	32	0.0
Cn1c(=O)c2c(ncn2CCOc2ccc(Br)cc2)n(C)c1=O	16	-12	-7	108	15	0	-13	4	12
O=C(CCN1C(=O)C2CC=CCC2C1=O)Nc1cccc(Cl)c1 (stereo not drawn)	0.2	-11	1	97	-2	3	1	13	0.1
C=C1CCN(C(C(=O)OC)C(C)C)S(=O)(=O)c2ccc(F)cc21 (stereo not drawn)	-1.5	2	-4	90	2	.	.	3	-2.7
C/C(=N/NC(=O)c1ccc2nc[nH]c2c1)c1cccs1	0.1	-8	-3	125	8	2	-4	18	1.2
c1ccc2nc(-c3nc4ccccc4[nH]3)ccc2c1	-0.6	1	0	101	5	-1	2	14	-2.4
CN(Cc1cccc(F)c1)C(=O)c1ccc(NS(=O)(=O)c2ccc3[nH]c(=O)[nH]c3c2)cc1	0.2	-5	-3	.	.	.	.	.	0.8

Two compounds picked at random from the list so far, as already listed:
SMILES	V1R ag counter	OXTR potentiator	GalR3 antag	MEKK2wt PB1 HTS	MEKK2mut PB1 HTS	GPR7 antagonist	M18AAP inhibitor	NALP1 yeast inh	OXTR ag
COC(=O)c1c(NC(=O)c2ccccc2[N+](=O)[O-])sc2c1CC(C)(C)NC2(C)C	1.6	-3	-2	93	-3	0	3	32	0.0
CC(NC(=O)CSc1nc2ccc(N)cc2s1)c1ccccc1 (stereo not drawn)	0.5	-8	-4	84	-15	0	0	2	-0.2

Shown with bars between the fields: 4 of the compounds above
structure | V1R ag counter | OXTR potentiator | GalR3 antag | MEKK2wt PB1 HTS | MEKK2mut PB1 HTS | GPR7 antagonist | M18AAP inhibitor | NALP1 yeast inh | OXTR ag
Cc1ccc(S(=O)(=O)c2cc(OC(=O)c3ccco3)ccc2OC(=O)c2ccco2)cc1 | 9.1 | -5 | -4 | 101 | -1 | -2 | -6 | 4 | 0.3
CC1=NNC(=O)C1CC(=O)N/N=C/C(C)=C/c1ccccc1 (stereo not drawn) | -0.1 | 2 | -1 | 93 | -3 | -8 | -3 | -33 | 0.1
COc1cccc(C(N)=O)c1OC(=O)Cc1ccccc1F | 0.2 | 1 | -5 | 101 | 0 | 1 | 6 | 5 | -0.5
COc1ccc2nc(SCc3cccc(C)c3)nc(C)c2c1 | -0.7 | -10 | 4 | 119 | 10 | -2 | -1 | 31 | 1.9

Going on with the list:
SMILES	V1R ag counter	OXTR potentiator	GalR3 antag	MEKK2wt PB1 HTS	MEKK2mut PB1 HTS	GPR7 antagonist	M18AAP inhibitor	NALP1 yeast inh	OXTR ag
Cc1ccc(CNC(=O)C2CCCN(S(=O)(=O)c3cccc4nonc34)C2)cc1 (stereo not drawn)	-0.1	-7	-5	99	-3	11	-6	32	0.1
Cc1nc(NC(=O)CSc2nnc(-c3ccccc3)c(-c3ccccc3)n2)c(Cl)cc1Cl	0.5	-9	-5	97	22	-13	-5	20	-1.6
Nc1cc(Cl)ccc1C(=O)OCC(=O)N1CCCCCC1	-0.3	-1	-8	.	.	.	.	.	-1.0
Cc1ccsc1/C=N/Nc1nc2ccccc2[nH]1	.	.	-5	108	1	-9	12	9	.
O=S(=O)(c1ccccc1)N1CCN(C(=S)NC2CCCC2)CC1	.	.	-2	109	3	2	-2	3	.
CCOC(=O)Cc1csc(NC(=O)c2sc3nc4ccc(CC)cc4cc3c2N)n1	15	-9	-2	92	0	0	6	13	16
O=C(Nc1ccccc1)ON=C1c2ccccc2-c2ccccc21	0.3	-1	-10	99	0	-11	14	14	-1.1
COC(=O)C1CC(O)CN1S(=O)(=O)c1ccc2ccccc2c1 (stereo not drawn)	0.6	-4	-6	.	.	.	.	.	-0.6
COc1ccc(NC(=O)Cn2cc(C(=O)c3ccco3)c3ccccc32)cc1	0.1	-8	-9	99	-5	8	1	-12	2.4
O=C(COC(=O)C12CC3CC(CC(C3)C1)C2)NCc1ccccc1	0.2	-10	-6	.	.	.	.	.	-1.6
Cc1ncc([N+](=O)[O-])n1CC(=O)Nc1ccc(F)cc1	0.2	-11	-3	102	3	-5	-1	24	-0.3
CC(C)OC(=O)Nc1ccc2c(c1)N(C(=O)CCN1CCN(CCO)CC1)c1ccccc1CC2	-0.5	-1	-5	84	-8	12	-3	20	1.5
CC(C)c1ccc(NC(=O)c2ccccc2NC(=O)C2CCCCC2C(=O)O)cc1 (stereo not drawn)	.	.	-4	107	-2	-7	-3	7	.
CC1(C)CC(=O)c2c(S(C)(=O)=O)sc(Br)c2C1	0.2	9	-5	91	-24	-11	-1	-6	1.9
CCOCCCNCc1cc(Cl)ccc1OCC	1.1	0	-9	106	4	6	3	-4	1.1
CC(=O)N1CCC(C(=O)N2CCN(S(=O)(=O)c3ccc(F)cc3)CC2)CC1	0.4	-10	1	111	7	-12	-5	14	-0.3
C/C(=N\O)c1ccc(Cl)cc1Cl	-0.1	-1	-2	101	-3	-24	0	-2	-1.8
Cc1ncc(CN2CCC(C(=O)Nc3ccc(-n4cccn4)cc3)CC2)s1	-0.1	-2	-1	112	9	0	3	3	0.9
COCCn1c(C)cc(C(=O)COc2ccc(N(C)S(=O)(=O)c3ccc(C)cc3)cc2)c1C	2.3	-9	0	.	.	.	.	.	0.4
O=[N+]([O-])c1ccccc1S(=O)(=O)Nc1cccc(-c2ccc3nncn3n2)c1	0.4	1	-4	.	.	.	.	.	1.1
Cc1c(N)cccc1-c1nc2ccccc2[nH]1	0.4	1	-1	95	6	-16	-6	-5	-0.4
O=C(Nc1nc(-c2cccs2)c(-c2ccccc2)s1)c1ccco1	-0.7	-14	-3	94	-2	-20	1	-13	-1.1
CCCN1C(=O)c2cc(C(=O)Nc3cccc(C(C)=O)c3)ccc2C1Nc1cccc(C(C)=O)c1 (stereo not drawn)	0.9	-18	-5	88	-7	0	-2	.	-0.6
CC(=O)c1cc2c(cc1N/C(=N/S(=O)(=O)c1ccc(C)cc1)c1ccc(Cl)cc1)OCO2	0.8	-5	-1	93	-2	-3	-11	16	-0.9
CN(C)c1oc(-c2ccccc2F)nc1C#N	-0.5	-3	-1	108	3	-5	8	21	-0.4

Limited to NALP1 yeast inh and OXTR potentiator (3 entries from above):
Molecule	NALP1 yeast inh	OXTR potentiator
CC(C)OC(=O)Nc1ccc2c(c1)N(C(=O)CCN1CCN(CCO)CC1)c1ccccc1CC2	20	-1
CC(C)c1ccc(NC(=O)c2ccccc2NC(=O)C2CCCCC2C(=O)O)cc1 (stereo not drawn)	7	.
CC1(C)CC(=O)c2c(S(C)(=O)=O)sc(Br)c2C1	-6	9

More records:
SMILES	V1R ag counter	OXTR potentiator	GalR3 antag	MEKK2wt PB1 HTS	MEKK2mut PB1 HTS	GPR7 antagonist	M18AAP inhibitor	NALP1 yeast inh	OXTR ag
CCOC(=O)C1=C(C)NC(=O)/C1=C\N(C)C	0.9	-18	-3	97	-2	-5	4	1	-0.1
CCn1ncc(S(=O)(=O)Nc2cccnc2)c1C	1.6	3	0	115	12	-19	0	12	0.3
CCN(CC)CCNc1ccc2nnc(CCNS(=O)(=O)c3ccc(C)cc3)n2n1	0.3	-2	-3	120	1	-9	-10	22	0.7
CN(C(=O)COC(=O)c1cccnc1Nc1cccc(C(F)(F)F)c1)C1CCS(=O)(=O)C1 (stereo not drawn)	0.9	-10	0	99	-1	4	-3	37	-0.2
Cc1[nH]c2ccccc2c1C(=O)CN1CC(C)OC(C)C1 (stereo not drawn)	0.4	-9	.	107	4	-15	7	8	0.8
COc1ccc(CNC(=O)COc2cc(O)c3c(c2)OC(C)(C)CC3=O)cc1	1.1	-7	2	102	-1	0	6	22	-1.4

Exported in markdown: part of the list above.
| SMILES | V1R ag counter | OXTR potentiator | GalR3 antag | MEKK2wt PB1 HTS | MEKK2mut PB1 HTS | GPR7 antagonist | M18AAP inhibitor | NALP1 yeast inh | OXTR ag |
| --- | --- | --- | --- | --- | --- | --- | --- | --- | --- |
| COc1ccc(NC(=O)Cn2cc(C(=O)c3ccco3)c3ccccc32)cc1 | 0.1 | -8 | -9 | 99 | -5 | 8 | 1 | -12 | 2.4 |
| O=C(COC(=O)C12CC3CC(CC(C3)C1)C2)NCc1ccccc1 | 0.2 | -10 | -6 | . | . | . | . | . | -1.6 |
| Cc1ncc([N+](=O)[O-])n1CC(=O)Nc1ccc(F)cc1 | 0.2 | -11 | -3 | 102 | 3 | -5 | -1 | 24 | -0.3 |
| CC(C)OC(=O)Nc1ccc2c(c1)N(C(=O)CCN1CCN(CCO)CC1)c1ccccc1CC2 | -0.5 | -1 | -5 | 84 | -8 | 12 | -3 | 20 | 1.5 |
| CC(C)c1ccc(NC(=O)c2ccccc2NC(=O)C2CCCCC2C(=O)O)cc1 (stereo not drawn) | . | . | -4 | 107 | -2 | -7 | -3 | 7 | . |

The order is random (roughly 4.1% active in at least one column).
